PAFAH2 FP inh: inhibitors of human PAFAH2; Q99487; recombinant PAFAH2, FP-rhodamine activity probe, fluorescence polarization; inhibition, % at 3.39 µM; hit rate 0.99% among 340,000; AID 492956;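 active = inhibition above the mean over all tested compounds plus 3 SD, cut at about 30% in these data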;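 note: inhibitors block probe labeling of enzyme so polarization drops; 0% = enzyme with DMSO and 100% = wells lacking PAFAH2 protein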
EBNA-1 inhibitor: blocks EBNA-1 binding to DNA; inhibition, % at 14.8 µM; hit rate 0.34% among 300,000; EBNA-1 DNA binding, fluorescence polarization; in the data active = inhibition above about 28%
PREPL inh: human PREPL enzyme inhibition; recombinant PREPL, fluorescence polarization activity-based probe; inhibition, % at 5.96 µM; hit rate 0.68% among 320,000; in the data active = inhibition above about 43%;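 note: 0% = enzyme with DMSO and 100% = wells lacking enzyme; many of its hits are not listed in these tables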
pPAFAH inh: pPAFAH (human) enzyme inhibition; inhibition, % at 3.39 µM; Q13093; AID 463082; hit rate 1.5% among 330,000; recombinant pPAFAH, FP-rhodamine probe fluorescence polarization;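 active = inhibition above the mean inhibition across the screen plus 3 SD, cut at about 25% in these data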;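 note: inhibitors block binding of the rhodamine activity-based probe so polarization drops; 0% = enzyme with DMSO and 100% = wells lacking pPAFAH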
ZTA counter: blocks Epstein-Barr virus ZTA, an EBNA-1 counter-screen | inhibition, % at 11 µM | AID 2234 | P03206 | hit rate 0.15% among 320,000 | ZTA-DNA binding, fluorescence polarization; in the data active = inhibition above about 33%
LYPLA1 inh: LYPLA1 (human) inhibition in PME1 counter-screen; recombinant LYPLA1, FP-Rh probe fluorescence polarization; O75608; AID 2174; hit rate 0.16% among 320,000; inhibition, % at 5.9 µM;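 active = inhibition above the mean of all tested compounds plus 3 SD, set per campaign, cut at about 14% in these data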;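 note: inhibitors block serine hydrolase probe labeling of LYPLA1 so polarization falls; 0% = enzyme with DMSO and 100% = wells lacking LYPLA1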
Target sequence (O75608 whole entry, looked up): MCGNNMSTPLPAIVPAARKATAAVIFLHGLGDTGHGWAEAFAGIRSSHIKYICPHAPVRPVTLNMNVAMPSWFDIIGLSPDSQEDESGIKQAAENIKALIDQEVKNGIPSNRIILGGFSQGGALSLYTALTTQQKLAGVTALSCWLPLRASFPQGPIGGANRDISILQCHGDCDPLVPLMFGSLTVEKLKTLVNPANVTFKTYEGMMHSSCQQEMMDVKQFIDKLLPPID
PAFAH1B2 FP inh: PAFAH1B2 (human) inhibition; inhibition, % at 3.39 µM; P68402; recombinant PAFAH1B2, FP-rhodamine activity probe, fluorescence polarization; hit rate 1.2% among 340,000;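 active = inhibition above the mean of all tested compounds plus 3 SD, cut at about 24% in these data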;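 note: 0% = enzyme with DMSO and 100% = wells lacking PAFAH1B2; many of its hits are not listed in these tables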
Target sequence (P68402 whole entry, looked up): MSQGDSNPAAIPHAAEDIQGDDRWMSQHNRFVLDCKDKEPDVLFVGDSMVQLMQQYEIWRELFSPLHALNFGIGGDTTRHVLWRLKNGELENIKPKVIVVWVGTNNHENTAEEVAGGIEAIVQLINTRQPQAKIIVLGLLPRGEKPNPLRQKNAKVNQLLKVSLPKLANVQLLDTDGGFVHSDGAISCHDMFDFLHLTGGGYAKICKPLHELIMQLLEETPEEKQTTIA
PAFAH1B3 FP inh: PAFAH1B3 (human) inhibition; recombinant PAFAH1B3, FP-rhodamine probe, fluorescence polarization; inhibition, % at 3.39 µM; hit rate 0.28% among 340,000; Q15102; AID 492972;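 active = inhibition above the screen-wide average of all tested compounds plus 3 SD, cut at about 25% in these data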;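 note: 0% = enzyme with DMSO only and 100% = wells lacking PAFAH1B3 protein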
Target sequence (Q15102 whole entry, looked up): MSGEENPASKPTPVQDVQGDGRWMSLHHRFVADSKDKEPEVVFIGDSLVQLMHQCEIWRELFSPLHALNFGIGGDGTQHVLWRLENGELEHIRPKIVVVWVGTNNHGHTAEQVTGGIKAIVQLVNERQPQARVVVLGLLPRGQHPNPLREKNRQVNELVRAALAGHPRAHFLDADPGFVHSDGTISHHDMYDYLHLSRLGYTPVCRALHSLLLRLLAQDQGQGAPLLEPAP
LYPLA2 inh: LYPLA2 (human) inhibition in PME1 counter-screen. recombinant LYPLA2, FP-Rh probe fluorescence polarization. hit rate 0.38% among 320,000. inhibition, % at 5.9 µM;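 active = inhibition above the screen-wide mean plus 3 SD, limit set per campaign, cut at about 26% in these data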;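 note: 0% = LYPLA2 with DMSO and 100% = wells lacking LYPLA2 enzyme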
Target sequence (O95372 whole entry, looked up): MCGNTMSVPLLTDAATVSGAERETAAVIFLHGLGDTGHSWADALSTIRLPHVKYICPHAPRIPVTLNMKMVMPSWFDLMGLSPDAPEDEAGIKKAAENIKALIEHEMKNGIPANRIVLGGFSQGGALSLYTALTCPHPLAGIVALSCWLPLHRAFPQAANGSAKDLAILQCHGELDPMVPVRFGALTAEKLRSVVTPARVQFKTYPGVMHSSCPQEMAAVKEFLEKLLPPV
* hit, by the source's call; · = no result given. Only part of the results is shown; the hit share may differ from the screen's.

Molecule	PAFAH2 FP inh	PAFAH1B3 FP inh	PREPL inh	LYPLA2 inh	ZTA counter	LYPLA1 inh	PAFAH1B2 FP inh	EBNA-1 inhibitor	pPAFAH inh
CC(C)(C)NC(=O)Cn1c(=O)c(=O)n(Cc2ccccc2)c2ccc(Cl)cc21	0	9	-4	7	8	1	2	6	-4
O=C(O)Cc1ccc(Oc2ncc(C(F)(F)F)cc2Cl)cc1	-1	7	0	-1	17	0	17	0	1
CC(=O)n1cc([C@@H]2C=C(C(=O)N3CCN(C)CC3)O[C@H](OCc3ccc(CO)cc3)C2)c2ccccc21	-1	5	46*	-4	-3	1	2	-11	-1
O=C(O)c1ccc(CNC(=O)c2ccccc2NC(=O)c2cccc([N+](=O)[O-])c2)cc1	-6	2	-10	-2	3	2	0	9	5
CC1(C)CC(NC(=O)c2ccc(Br)o2)CC(C)(C)N1	5	-3	7	2	-6	-1	6	4	0
CS(=O)(=O)Nc1ccc(C(=O)NC2CCCCC2)cc1	6	2	-1	-3	-2	-1	8	-1	-1
CC1(C)CC(=O)C2=C(C1)N=c1s/c(=C/c3ccc(F)c(F)c3)c(=O)n1C2c1ccc(F)cc1 (stereo not given)	1	1	0	8	-12	5	6	-13	3
Cc1nc(-c2cccc(Br)c2)ccc1C(=O)O	3	-1	12	1	5	2	3	-20	-2
COc1ccc(NC(=O)Nc2ccc(OCC(=O)N3CCOCC3)cc2)cc1OC	0	11	6	-2	7	-1	-2	11	3
C=CCn1c(=S)[nH]c2cc(C(=O)Nc3ccc(F)cc3)ccc2c1=O	-12	-1	4	-15	-7	-5	-8	5	-6
Cc1onc(-c2c(Cl)cccc2Cl)c1C(=O)Nc1ccc2c(c1)OCO2	0	-1	14	7	-10	1	-5	3	6
Cc1nc(N2CCOCC2)nc2c1CCCC2	-5	1	0	9	1	4	-1	9	2
CCCN(CC(=O)Nc1ccc(F)c(F)c1F)C(=O)Cn1c(=O)cnc2ccccc21	-8	8	3	4	2	-2	-3	-2	4
OCCCNc1nc(-c2ccc(Cl)cc2)nnc1-c1ccc(Br)cc1	0	8	-8	-5	10	-7	-2	1	8
COc1cccc(-n2c(C)nnc2SCC(=O)Nc2ccccc2N2CCOCC2)c1	-3	-2	13	6	11	-2	1	3	1
CC1(C)C2CC=C(/C=N/NC(=S)NCCc3ccccc3)C1C2 (stereo not given)	-2	7	-8	-11	26	-5	10	8	0
CCN(CC)CCNC(=O)C(=O)NCC1OCCN1S(=O)(=O)c1ccc([N+](=O)[O-])cc1 (stereo not given)	2	8	9	-6	2	-2	2	3	2
O=C(N/N=C/c1ccc(OC(F)F)cc1OC(F)F)c1cccc(S(=O)(=O)N2CCOCC2)c1	-6	1	5	-7	-3	-2	-1	-9	4
Cc1ccc(CN2CC(C(=O)N3CCN(S(=O)(=O)c4ccc(C(C)C)cc4)CC3)CC2=O)cc1 (stereo not given)	2	7	7	3	9	7	2	-1	12
O=C(CN(Cc1ccccc1Cl)C(=O)CCC(=O)Nc1nccs1)NCC1CCCO1 (stereo not given)	-1	9	10	-2	-2	-2	2	-3	2
Cc1ccc2oc(C(=O)N3CCCCCC3)c(C)c2c1	0	2	0	-8	9	0	6	4	-1
C=CCNC(=O)C1CCN(C(=O)c2ccc(-c3ccccc3)cc2)CC1	9	-1	0	4	1	-1	5	7	6
Cc1cc(C)nc(/N=C(\N)Nc2cccc(OCc3ccccc3)c2)n1	7	-3	-71	1	8	-1	6	-1	11
Cc1ccc(Sc2ncccc2COC(=O)Nc2c(C)cccc2C)cc1	-4	9	10	-8	-10	-4	2	5	7
CCCCNC(=O)c1onc(CSc2ccccc2)c1C(=O)NCCCC	5	3	-3	-8	3	-5	5	8	5
COc1ccc(-c2nc(C#N)c(NCc3ccccc3Cl)o2)cc1OC	-7	-6	12	3	0	-4	2	8	2
COc1ccc(NC(=O)c2ccc(NC3CC(=O)N(c4ccc(C)cc4C)C3=O)cc2)cc1 (stereo not given)	-9	-8	-5	-11	22	-4	-5	3	-4
CC12CCC(C/C1=N/NC(=O)COc1ccccc1Cl)C2(C)C (stereo not given)	3	6	0	-3	9	-4	3	1	3
Fc1ccc2cnc(CCO[C@H]3CCCCO3)cc2c1	0	-5	6	·	·	·	1	·	0
CCOc1ccc(C(=O)CCC(=O)Nc2cc(C)ccn2)cc1	-2	2	-13	-10	5	-3	-1	-5	8
CCC(C(=O)NC(C)CCc1ccccc1)n1nc(C)n2c(cc3occc32)c1=O (stereo not given)	6	2	7	2	15	0	2	2	-1
Cc1ccc(N(CC(=O)NC(C)(C)C)C(=O)CS(=O)CC(=O)Nc2ccc3c(c2)OCO3)cc1 (stereo not given)	3	5	25	3	7	4	-3	-8	6
Cc1ccc(C(=O)NC2CCN(S(=O)(=O)c3ccccc3)CC2)cc1	5	1	-5	-2	16	-1	2	1	3
Cc1cc(NCc2cccnc2)no1	0	0	-5	-5	-6	0	-4	-4	3
CCOC(=O)c1sc(NC(=O)c2c(OC)cccc2OC)nc1C	5	8	-7	9	-6	1	-1	0	4
Cc1cccc(N2CCN(C(=O)C3CCN(S(=O)(=O)c4cccc5nsnc45)CC3)CC2C)c1 (stereo not given)	0	3	27	4	-19	-1	2	1	2
N#Cc1ccc(CSc2nnc(-c3ccccc3)n2Cc2ccco2)cc1	3	5	8	7	9	0	4	5	7
Cc1cccc(OCc2nnc(SCC(=O)Nc3ncc(C)s3)o2)c1	4	5	-2	-1	-19	-2	1	4	4
C#CCOCCOCCOCCNc1nc(N2CCN(C(=O)[C@H]([C@@H](C)CC)n3cc([C@@H](N)CC(C)C)nn3)CC2)nc(N2CCN(C(=O)[C@H](Cc3ccc(O)cc3)n3cc([C@@H](N)C(C)CC)nn3)CC2)n1 (stereo not given in full)	7	8	-4	3	-23	2	-3	-5	1
O=C(c1n[nH]c(=O)c2ccccc12)N1CCN(c2ccc(F)cc2)CC1	-4	2	10	3	3	1	-4	-4	-5
O=C(Nc1ccccc1Cl)/C(Cl)=C(\Cl)S(=O)c1ccccc1 (stereo not given)	-17	-24	-7	-37	3	-22	-8	8	-7
COc1ccc(CC(=O)NNC(=O)CCc2ccccc2)cc1OC	3	10	19	0	-8	-4	3	3	0
CC1CCCCC1NC(=O)CSc1nnc(COc2ccccc2Cl)o1 (stereo not given)	4	0	35	6	-20	1	3	-18	3
CC(=O)c1ccc(OCC(C)Oc2ccc(C#N)cc2)cc1 (stereo not given)	-2	5	-12	13	-7	-2	5	-3	3
CC(C)n1cc(C(=O)N2CCCC(N3CCN(c4ccc(F)cc4)CC3)C2)cn1 (stereo not given)	-7	1	24	-2	5	3	11	-4	-5
CCOC(=O)C1CCN(C(=O)COC(=O)CNC(=O)c2ccc(OC)cc2)CC1	0	1	-1	-3	5	0	0	-1	7
Cc1ccc(OCc2nnc(NC(=O)c3ccco3)s2)c(C)c1	11	-4	-6	0	3	-3	7	46*	9
[O-]/[N+](=C\c1ccco1)c1ccc(Cl)cc1	-28	0	1	6	7	3	1	-6	4
CC(=O)N1c2ccc(S(=O)(=O)N3CCC(C(=O)N4CCC(C)CC4)CC3)cc2CC1C (stereo not given)	-7	10	10	2	-4	0	4	2	7
O=C(Cn1nnc(-c2ccccc2)n1)NC1CCS(=O)(=O)C1 (stereo not given)	11	5	12	2	-14	0	6	-10	-4
Cc1ccc(C)c(S(=O)(=O)N2CCN(C(=O)Cn3cnc4c3c(=O)n(C)c(=O)n4C)CC2)c1	-3	-6	0	10	-7	1	-5	9	-2
O=C(Nc1ccccc1Br)c1ccccc1-c1ccccc1	-3	6	15	-6	4	-1	0	-6	2
c1cc(-c2sc(-c3ccncc3)c(-c3ccncc3)c2-c2ccncc2)ccn1	·	·	35	0	10	1	·	8	11
c1ccc(-c2nnc(-c3ccccn3)s2)nc1	-5	2	5	-1	4	-2	1	12	-3
CCOc1ccc(N2CC(O)Cn3c2nc2c3c(=O)n(CCCc3ccccc3)c(=O)n2C)cc1 (stereo not given)	3	6	19	4	12	0	4	-8	12
CCN(CCCNC(=O)C1CCCN(S(=O)(=O)CC)C1)c1cccc(C)c1 (stereo not given)	6	9	7	-2	-15	-5	1	-1	5
COC(=O)[C@@]1(Cc2ccccc2)[C@H]2C(=O)N(C)C(=O)[C@H]2[C@H]2CN=C(SCc3ccc(C)cc3)N21	1	5	·	·	·	·	20	·	5
O=S(=O)(NN=C1CCCCCCC1)c1ccc(Br)cc1	3	15	-44	0	-4	-1	23	-5	2
O=C(/C=C\c1ccc2c(c1)OCO2)Nc1c2c(nn1-c1ccc(Cl)cc1)CSC2	-7	2	-33	-11	-9	-7	-8	-9	2
CCCSC1=N/C(=C\c2ccsc2)C(=O)S1	9	5	4	-10	10	-3	-1	5	-6

Compound profiles, from the list above. Screens in order: PAFAH2 FP inh, PAFAH1B3 FP inh, PREPL inh, LYPLA2 inh, ZTA counter, LYPLA1 inh, PAFAH1B2 FP inh, EBNA-1 inhibitor, pPAFAH inh
O=C(Cn1nnc(-c2ccccc2)n1)NC1CCS(=O)(=O)C1 (stereo not given) reads 11, 5, 12, 2, -14, 0, 6, -10, -4
O=S(=O)(NN=C1CCCCCCC1)c1ccc(Br)cc1 reads 3, 15, -44, 0, -4, -1, 23, -5, 2

Going on with the list:
Molecule	PAFAH2 FP inh	PAFAH1B3 FP inh	PREPL inh	LYPLA2 inh	ZTA counter	LYPLA1 inh	PAFAH1B2 FP inh	EBNA-1 inhibitor	pPAFAH inh
COc1ccc(OC)c(N=Cc2c(O)[nH]c3ccccc23)c1	-2	-1	2	0	-12	5	0	-14	10
O=C(C[C@@H]1C/C=C\C[C@@H](NC(=O)OCC2c3ccccc3-c3ccccc32)C(=O)OCCNC1=O)N[C@@H](CO)Cc1ccccc1	0	4	31	·	·	·	5	·	16
Cc1onc(-c2ccccc2Cl)c1C(=O)Nc1cccc(-c2nc3ncccn3c2C)c1	6	4	6	-1	13	-2	4	3	3
COc1ccccc1N1CCN(C(=O)C(OC(C)=O)c2ccccc2)CC1 (stereo not given)	-7	11	-3	-3	-5	0	-1	-13	1
CCOC(=O)/C(C#N)=C/Nc1ccccc1NS(=O)(=O)c1cccc(C(C)=O)c1	1	5	-10	-6	14	-4	-2	1	35*
C#CCOCCOCCOCCNc1nc(N2CCOCC2)nc(N2CCN(C(=O)[C@H](Cc3ccc(O)cc3)n3cc([C@@H](N)C(C)CC)nn3)CC2)n1 (stereo not given in full)	2	1	7	4	-14	-2	0	2	5
CCCC(=O)Nc1cc(C)c(NC(=O)c2cccs2)cn1	-2	-5	8	1	-24	0	5	0	5
O=C1c2cccc3cccc(c23)C(=O)N1Cc1ccco1	0	2	-10	3	-8	-1	0	13	-5
O=C(CN1C(=O)c2ccccc2S1(=O)=O)NCc1cccs1	10	0	-5	9	-7	-4	5	1	-6
CCOC(=O)Cn1c(=NC(=O)C2CC2)sc2c(C)cc(C)cc21	2	5	11	1	-13	-2	7	-6	2
Cc1cccn2c(=O)c3cc(C(=O)NCCN4CCOCC4)n(C)c3nc12	-3	7	2	-3	11	-1	-5	2	6
COC(=O)c1[nH]c2ccc(Cl)cc2c1NC(=O)CN1CCC(C(N)=O)CC1	·	·	42	-6	3	-1	·	3	4
CC1=NN(C(C#N)c2ccccc2C)C(C)(C)C1 (stereo not given)	-1	8	-2	-1	-3	-1	5	6	0
O=C(COC(=O)/C=C/c1nc2ccccc2s1)Nc1cccc2ccccc12	8	6	18	4	-13	1	-1	-11	2
O=C(COc1ccc(Br)cc1CO)Nc1ccccc1F	-5	0	-10	-3	-1	2	-4	4	4

Screening data (PubChem BioAssay)
